hcDAF-12 act: activators of H. contortus DAF-12 nuclear receptor; activation, % at 6.8 µM; AID 652067; HEK293 hcDAF-12 lit1-tk-luc reporter, luminescence; 0% DMSO, 100% Δ7-dafachronic acid; 370,000 compounds, 1.4% hits;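 active means activation above the mean of all tested compounds plus 3 SD, cut at about 5.5% in these data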;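 further: 100% = response to 3 µM Δ7-dafachronic acid high control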
DAX1 inh-1: NR0B1 (DAX1) inhibition; HEK293 Gal4-DAX1 luciferase reporter, luminescence; inhibition, % at 6.75 µM; 340,000 compounds, 0.99% hits; AID 504766;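 active means inhibition above the mean over all tested compounds plus 3 SD, cut at about 4.2% in these data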;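 further: 0% = DAX1-transfected cells with DMSO and 100% = empty-vector control cells with DMSO; inhibition shows as a rise in luminescence from relieved DAX1 repression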
PLCg1 inh: blocks human PLC-gamma1 enzyme activity. P19174. purified PLC-gamma1, fluorogenic substrate, fluorescence. inhibition, % at 12.2 µM. 370,000 compounds, 0.84% hits. AID 720700; in the data active means inhibition above about 9.5%
Target sequence (P19174 whole entry, looked up): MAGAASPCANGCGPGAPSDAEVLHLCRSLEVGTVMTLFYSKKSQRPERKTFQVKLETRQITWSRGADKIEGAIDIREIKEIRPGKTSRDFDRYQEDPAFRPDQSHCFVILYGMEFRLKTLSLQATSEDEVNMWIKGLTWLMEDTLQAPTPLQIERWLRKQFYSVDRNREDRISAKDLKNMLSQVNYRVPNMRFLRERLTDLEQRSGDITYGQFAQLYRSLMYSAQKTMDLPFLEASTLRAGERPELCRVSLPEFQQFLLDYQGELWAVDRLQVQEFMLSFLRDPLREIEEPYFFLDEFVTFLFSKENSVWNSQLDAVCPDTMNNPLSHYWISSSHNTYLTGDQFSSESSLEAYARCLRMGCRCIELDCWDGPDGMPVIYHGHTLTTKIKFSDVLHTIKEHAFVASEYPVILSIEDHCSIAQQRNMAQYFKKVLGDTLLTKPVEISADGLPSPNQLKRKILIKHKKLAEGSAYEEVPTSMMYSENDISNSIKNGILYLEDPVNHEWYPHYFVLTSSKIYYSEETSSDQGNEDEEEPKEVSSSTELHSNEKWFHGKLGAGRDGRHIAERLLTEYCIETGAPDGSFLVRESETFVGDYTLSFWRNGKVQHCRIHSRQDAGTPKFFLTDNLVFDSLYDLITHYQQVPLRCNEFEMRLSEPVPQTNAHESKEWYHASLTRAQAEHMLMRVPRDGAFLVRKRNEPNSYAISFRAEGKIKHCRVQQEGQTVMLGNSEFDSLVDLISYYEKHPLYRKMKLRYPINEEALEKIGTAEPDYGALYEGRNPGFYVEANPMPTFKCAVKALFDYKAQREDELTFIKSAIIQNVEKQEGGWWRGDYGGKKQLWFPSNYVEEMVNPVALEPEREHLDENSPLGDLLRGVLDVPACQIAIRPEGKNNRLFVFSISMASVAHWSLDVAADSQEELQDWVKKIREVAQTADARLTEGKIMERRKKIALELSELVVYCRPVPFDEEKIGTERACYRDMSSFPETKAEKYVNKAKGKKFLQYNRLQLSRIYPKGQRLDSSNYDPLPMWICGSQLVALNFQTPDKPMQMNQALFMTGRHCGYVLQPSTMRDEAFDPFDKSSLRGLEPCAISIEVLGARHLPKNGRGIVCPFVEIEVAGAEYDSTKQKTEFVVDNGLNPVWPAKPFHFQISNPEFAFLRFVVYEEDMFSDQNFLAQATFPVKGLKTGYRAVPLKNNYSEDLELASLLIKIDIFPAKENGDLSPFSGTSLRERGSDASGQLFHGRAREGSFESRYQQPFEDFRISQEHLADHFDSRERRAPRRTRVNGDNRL
NR1D1 modulator: Rev-erb alpha (human) modulation | P20393 | Rev-erbα–FITC-DNA binding, fluorescence polarization, 90 min | activity, % at 10 µM | 370,000 compounds, 0.79% hits | AID 1259318;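 active means activity above about 14%, limit read from the data; passing the limit was not always enough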;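 further: 0% = DMSO wells with 35 nM protein and 100% = DMSO wells with 750 nM protein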
SMARCA2 activ: SMARCA2 function activation, primary screen; MG213 cells, MMTV-luciferase reporter, dexamethasone, overnight; activation, % at 9.1 µM; 370,000 compounds, 1% hits; AID 652017; in the data active means activation above about 7.8%;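 further: 0% = vehicle wells and 100% = reference activator wells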
DAX1 inh-2: blocks DAX1 repression of SF-1 activated StAR promoter; AID 652010; HEK293T StAR-luciferase reporter, SF-1/DAX-1 repression relief; 370,000 compounds, 1.1% hits; inhibition, % at 6.8 µM;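 active means inhibition above the mean over all tested compounds plus 3 SD, cut at about 3.6% in these data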;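 further: 0% = DAX-1 cells with DMSO and 100% = cells lacking DAX-1 with DMSO; higher inhibition means more luminescence from relief of DAX-1 repression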
ADAM17 inh: inhibits human ADAM17; P78536; recombinant ADAM17, EDANS/DABCYL FRET peptide cleavage; inhibition, % at 6.95 µM; 370,000 compounds, 0.83% hits;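 active means inhibition above the mean of compounds lying between control limits plus 3 SD, set per campaign, cut at about 8.5% in these data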;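 further: 0% = DMSO-only wells as the low control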
MBD2 DNA inh: blocks human MBD2 binding to methylated DNA; Q9UBB5; TR-FRET, MBD2 binding to methylated oligonucleotide; inhibition, % at 4.4 µM; 370,000 compounds, 0.31% hits; AID 686964; in the data active means inhibition above about 13%
PLC-beta3 inh: blocks human PLC-beta3 enzyme activity; Q01970; Purified PLC-beta3, fluorogenic substrate, fluorescence; inhibition, % at 12.2 µM; 370,000 compounds, 0.18% hits; in the data active means inhibition above about 11%;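 further: 0% = median of compound wells on plate and 100% = full blocker control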
ssDAF12 agonist: activates DAF-12 receptor from parasite S. stercoralis. activation, % at 6.8 µM. 370,000 compounds, 1% hits. HEK293 ssDAF-12/GRIP1 lit1-tk-luc reporter, luminescence; % of 3 µM dafachronic acid response;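 active means activation above the mean over all tested compounds plus 3 SD, cut at about 0.9% in these data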;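 further: 0% = DMSO-only wells and 100% = 3 µM delta7-dafachronic acid wells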
hgDAF-12 ag: activates the H. glycines DAF-12 receptor ligand-binding domain. activation, % at 6.8 µM. HEK293 GAL4-hgDAF12 UAS-luciferase reporter, agonist luminescence; normalized to butyrate control. 370,000 compounds, 1.8% hits;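 active means activation above a cutoff set at the mean of all screened compounds plus 3 SD, cut at about 10% in these data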;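 further: 0% = DMSO wells and 100% = sodium butyrate wells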
Active calls of the source: *; i = inactive; x = no result given.

SMILES	hcDAF-12 act	DAX1 inh-1	PLCg1 inh	NR1D1 modulator	SMARCA2 activ	DAX1 inh-2	ADAM17 inh	MBD2 DNA inh	PLC-beta3 inh	ssDAF12 agonist	hgDAF-12 ag
COCCn1c(SCC(=O)c2ccc(Cl)cc2)nnc1C(C)C	-1.9	-0.9	-2	4	0	-0.6	0	-4	1	-0.9	-0.6
CCC(CC)c1nnc(NC(=O)c2ccc([N+](=O)[O-])cc2)s1	0.8	-0.9	-1	-2	-1	0.3	-4	9	0	-0.8	-3.6
CC1CCN(Cc2cc(=O)oc3ccc(C(C)C)cc23)CC1	-2.2	0.3	1	22*	-2	0.3	-1	1	-9	-0.5	-2.2
Cc1noc(-c2ccc(C(F)(F)F)cc2)c1NC(=O)Nc1ccc(Cl)cc1	3.8	x	2	5	-2	0.2	1	-2	-5	-0.7	1.6
CC(=O)C1C(=O)CC(c2ccc(Cl)cc2)CC1=O (stereo not drawn)	-0.6	-1.4	1	8	-1	-0.2	-2	-1	-5	-1.6	0.3
CCN(C(=O)CO/N=C/c1ccc(OC)cc1OC)c1c(N)n(Cc2ccccc2)c(=O)[nH]c1=O	0.6	-0.2	-3	-15	2	-1.5	-3	0	-6	-1.2	3.1
CCC(C)(C)n1nnnc1C(c1cc2ccc(OC)cc2[nH]c1=O)N1CCN(C2CCCCC2)CC1 (stereo not drawn)	-0.7	-1.7	-22	7	2	-0.1	-29	0	-29	-1.7	-0.6
CCCN1CCC(NC(=O)Nc2cc(Cl)ccc2OC)CC1	1.0	3.0	-2	-4	0	0.9	2	-1	2	-1.0	2.6
CC1CCN(c2ccc(NC(=O)c3ccccc3[N+](=O)[O-])cc2)CC1	-0.5	x	-1	1	0	0.8	0	7	0	-1.4	1.3
CCc1ccc(N(CC(=O)NC2CCCC2)S(=O)(=O)c2c(C)noc2C)cc1	-3.0	2.8	3	-2	1	-0.8	2	1	1	-1.2	-1.1
O=C(c1cccnc1)N1CCN(c2c(Cl)cccc2[N+](=O)[O-])CC1	-1.0	1.1	1	2	0	-0.1	-3	2	0	-1.3	-2.6
CCn1cc(Cl)c(C(=O)Nc2cccc(CN3CCOCC3)c2)n1	3.5	1.6	0	-3	1	-0.6	-3	0	-5	-1.3	1.6
Oc1ccccc1N=Cc1ccc[nH]1	1.1	-0.3	-2	-6	-2	-1.2	-2	-25	-1	-0.4	-3.1
CC(Sc1nnc(COc2ccc(Cl)cc2)n1-c1ccccc1)C(=O)O (stereo not drawn)	0.1	0.3	1	-1	4	0.0	2	2	-2	-0.7	0.6
COc1cccc(NC(=O)c2c(C)cc(C)cc2CC(C)(C)C(=O)O)c1	-1.5	-0.6	-2	0	-6	0.5	-4	7	-3	-0.7	0.5
C=CCNc1cccc2c1S(=O)(=O)N[C@H](C)CO2	1.6	x	1	2	0	0.1	-1	-5	1	-1.3	2.0
Cc1cc(NC(=O)COC(=O)c2ccccc2S(=O)(=O)N(C)c2ccccc2)no1	-3.9	-3.5	4	0	-4	-4.7	-1	0	-3	-3.0	-11
CC1=C(C(=O)N2CCCCCC2)CC(CC(=O)NCCCN(C)C)C(=O)N1Cc1ccc(C(C)(C)C)cc1 (stereo not drawn)	0.1	x	2	-4	-4	0.3	-11	1	-2	0.2	3.8
CCOc1cc(OCC)cc(C(=O)O)c1	-0.9	-1.3	2	-4	-2	0.4	0	4	-3	-1.2	1.1
CCCCCOc1ccc2oc(=O)c3c(c2c1)CCCN3C(=O)CN1CCCC(C(=O)OCC)C1 (stereo not drawn)	-2.2	-2.0	-47	0	5	-1.6	-9	-3	-55	-1.7	0.5
CCN(CC)c1ccc(/C=c2\sc3nc4ccccc4n3c2=O)c(O)c1	-2.1	-1.4	i	10	-5	-1.1	-56	-5	i	-2.3	-4.9
O=C1CCCC/C=C\C[C@H](CC(=O)N(CCO)Cc2ccccc2)C(=O)N[C@@H](c2ccccc2)CO1	-0.2	1.8	3	-3	0	-0.2	3	-2	2	-0.6	-0.8
CN(C)CCNC(=O)C1(C)Cc2c(-c3cccc(C(F)(F)F)c3)ccnc2O1 (stereo not drawn)	-1.8	x	2	-1	-1	0.9	-1	-5	3	-1.3	3.4
NC1=NC(=O)C(Cc2ccc(F)cc2)S1 (stereo not drawn)	-4.7	0.6	5	11	4	-0.1	0	2	-1	-1.1	1.0
COc1cc(C)c(C(C)C)cc1S(=O)(=O)n1ccnc1	0.8	0.5	-2	-7	0	-0.6	-4	-1	-6	-1.3	-0.2
CCOC(=O)Nc1cc(C(=O)OC)cc(C(=O)OC)c1	-1.0	1.7	6	2	-3	0.5	1	-3	-4	-0.7	-4.9
Cc1cc(C(=O)Nc2cccc(S(=O)(=O)N3CCCC3)c2)c2ccccc2n1	-0.9	-0.1	1	5	-2	-1.8	-4	-1	-7	-0.4	-1.3
CS(=O)(=O)c1ccc2nc(NC(=O)c3ccc(S(=O)(=O)NCC4CCCO4)cc3)sc2c1 (stereo not drawn)	-1.4	5.4*	-37	4	-1	-2.0	-2	2	-53	-2.3	2.2
O=C(CN1C(=O)C2CCCCC2C1=O)Nc1nc(-c2ccc(F)cc2)cs1 (stereo not drawn)	-1.3	0.8	2	4	0	-1.7	1	-5	-6	-1.1	-1.4
CCC[N+](CC#CCO)(CC#Cc1ccccc1)CCC	-1.0	-0.9	-1	1	2	0.1	-1	0	-7	-1.2	-1.0
COc1cc(NC(=O)CSCc2ccccc2)c(C(=O)O)cc1OC	-0.9	0.2	-2	-1	-2	-0.1	-3	0	-7	-0.6	0.7
C=CCn1c(SCC(=O)NC(=O)NCC(C)C)nnc1C1CCCCC1	-1.6	-0.9	-1	3	3	0.4	2	-1	5	-1.1	-1.9
O=C(O)c1cccc(N2C(=O)c3ccc4c5c(ccc(c35)C2=O)C(=O)N(c2cccc(C(=O)O)c2)C4=O)c1	0.5	3.6	1	5	-2	0.1	-5	6	-3	-1.1	-2.3
COc1cccc(CNc2nc(NC(C)C)nc3ccsc23)c1	-2.3	x	-2	6	-6	-2.8	-3	3	0	-1.3	-5.7
Brc1ccc2nc(C3CCCCC3)c(Cc3ccccc3)n2c1	0.7	x	-6	-4	-3	-0.4	-6	3	-16	0.5	-0.1
CCOC(=O)c1ccc(NC(=O)CCNS(=O)(=O)c2ccc3c(c2)oc(=O)n3C)cc1	-0.8	0.2	1	-10	-1	-0.3	2	2	1	-1.8	1.0
CN(Cc1ccc(OC(F)F)cc1)C(=O)c1ccccc1Sc1ccccc1C#N	-2.1	-0.6	0	-1	-2	-0.9	1	4	-7	-1.2	-0.1
O=C(Nc1c2c(nc3ccccc13)CCCC2)c1ccccc1Cl	2.1	1.1	4	-1	1	-0.8	-1	2	5	-0.1	0.7
COc1ccccc1-c1nc2n(n1)C(c1cccs1)C(C(=O)Nc1cccnc1)=C(C)N2 (stereo not drawn)	-0.5	1.1	3	-3	1	0.3	-2	1	2	-1.5	-1.9
CC(=O)Cc1nsc(Nc2cccc(C)c2)n1	-0.4	-0.1	0	5	2	0.0	-4	1	-8	-1.4	5.2

Ordered by formula weight (low to high): part of the list above.
SMILES	hcDAF-12 act	DAX1 inh-1	PLCg1 inh	NR1D1 modulator	SMARCA2 activ	DAX1 inh-2	ADAM17 inh	MBD2 DNA inh	PLC-beta3 inh	ssDAF12 agonist	hgDAF-12 ag
CCn1cc(Cl)c(C(=O)Nc2cccc(CN3CCOCC3)c2)n1	3.5	1.6	0	-3	1	-0.6	-3	0	-5	-1.3	1.6
CN(Cc1ccc(OC(F)F)cc1)C(=O)c1ccccc1Sc1ccccc1C#N	-2.1	-0.6	0	-1	-2	-0.9	1	4	-7	-1.2	-0.1
O=C(O)c1cccc(N2C(=O)c3ccc4c5c(ccc(c35)C2=O)C(=O)N(c2cccc(C(=O)O)c2)C4=O)c1	0.5	3.6	1	5	-2	0.1	-5	6	-3	-1.1	-2.3

Next section:
SMILES	hcDAF-12 act	DAX1 inh-1	PLCg1 inh	NR1D1 modulator	SMARCA2 activ	DAX1 inh-2	ADAM17 inh	MBD2 DNA inh	PLC-beta3 inh	ssDAF12 agonist	hgDAF-12 ag
O=C(COC(=O)c1ccc(-c2ccccc2)cc1)Nc1ccccc1-c1ccccc1	-1.0	-0.6	0	0	1	0.0	-1	0	2	-0.7	1.9
CC1=C(C(=O)c2ccccc2)C(c2ccc(O)cc2)NC(=S)N1 (stereo not drawn)	-0.3	4.4*	0	-4	-4	0.4	-9	-7	-6	-1.6	-1.8
C=CCN1N=C(c2ccc(Cl)s2)CSC1=O	-1.6	0.3	1	1	-2	-1.4	-2	0	1	-0.5	2.7
COc1ccc(CC(=O)Nc2cccc(S(=O)(=O)N3CCCCCC3)c2)cc1OC	-5.9	-5.3	0	0	-7	-3.3	-1	-5	-1	-2.8	-9.9
CCNC(=O)C1(C)CCCN1Cc1ccccc1Cl (stereo not drawn)	-1.9	x	3	1	3	-0.8	-2	-5	3	-1.0	2.0
COc1cc(CCC(C)=O)ccc1OC(=O)c1c(-c2c(F)cccc2Cl)noc1C	-2.9	x	1	2	-4	-0.4	6	-4	-1	-1.4	-2.0
CCOC(=O)[C@H]1[C@H]2COc3cc(OC)ccc3[C@@H]2N2C(=O)CN(Cc3ccccc3)C(=O)[C@@]12C	0.4	-0.1	3	-6	0	1.9	5	-2	4	-1.1	1.9
COc1ccc(C2Nc3ccccc3C(=O)N2Cc2ccco2)cc1COc1ccccc1C (stereo not drawn)	-0.6	x	-138	0	x	x	-86	0	-210	-1.9	-2.4
O=C(/C=C\Nc1ccccn1)c1ccc(Cl)cc1	5.5	-4.5	-40	-1	1	4.2*	-5	-3	-53	-0.3	7.4
CCc1nc(SCC(=O)NCCc2ccccc2)c2c(=O)n(C)c(=O)n(C)c2n1	0.9	1.4	4	-2	-2	1.2	0	-2	0	-1.6	4.2
COC(=O)c1ccc(/C=N/N2CCN(Cc3ccc(C)cc3C)CC2)cc1	0.3	-0.4	5	3	-2	-0.7	-3	11	4	-1.9	-0.6
O=C(CCC(=O)N1CCN(Cc2ccccc2)CC1)Nc1nnc(C2CCCCC2)s1	-1.3	0.8	1	6	-1	0.1	-1	-3	-10	-0.6	2.2
CCN(CC)Cc1cc(Nc2c3ccccc3nc3c4ccccc4n(C)c23)cc(CN(CC)CC)c1O	3.2	3.8	-352	1	41*	2.5	-93	6	-464	-0.9	0.8
O=c1cc(CO)oc(C(Nc2cccc(C(F)(F)F)c2)c2ccccn2)c1O (stereo not drawn)	4.0	3.5	-19	2	-1	-0.4	-6	0	-20	0.1	1.1
CCCCNC(=O)c1ccc(NC(=O)C2CCCO2)cc1 (stereo not drawn)	-1.4	0.1	5	-6	-3	0.3	-3	-4	5	-0.5	1.9
Cc1cccc(NC(=O)CSCc2nc3c(nnn3Cc3ccc(F)cc3)c(=O)[nH]2)c1C	-0.5	0.4	-2	-8	-3	0.7	-6	1	-5	-1.1	-1.1
COc1ccccc1-c1c(C)oc2c(CN3CCN(CCO)CC3)c(O)ccc2c1=O	-0.3	0.4	i	-2	-2	0.1	i	-6	i	-1.5	-0.6
Cc1ccc(C)c(NC(=O)C2CCC(C)(C(=O)O)C2(C)C)c1 (stereo not drawn)	-0.3	1.8	-1	1	-2	-0.2	-2	-3	-1	-1.7	1.1
CSC1=N/C(=C\c2cccc(F)c2)C(=O)S1	-1.7	-0.8	-1	0	-2	-0.3	-3	-4	-3	-1.0	-0.8

Assay outcomes as filed in PubChem BioAssay.
